Hsp90 Hop PPI = changes Hsp90-Hop TPR2A binding signal, up or down | hit rate 0.44% among 71,000 | AlphaScreen TPR2A-His6 binding biotin-Hsp90 C-terminal peptide | Potency, µM (top dose mostly 57 µM), for the others: at the top dose activity change, negative = inhibition | AID 595; active = well fitted curve in either direction with a large enough effect; inconclusive = small, poorly fitted or top-dose-only effect, or another doubt; also: potency is read from the fitted curve at half-maximal effect; % is scaled to controls: 0 for no effect and ±100 for the full control effect; many of its hits are not listed in these tables
HBB splicing = hemoglobin beta splicing modulation; HBB splicing reporter cell assay, activation; EGFP reporter with mutant IVS2-654 intron; response scale: normalised to 500 nM splice-correcting PNA; Potency, µM (series often up to 46.1 µM), for inactives: top-dose activation, usual class: activators; hit rate 0.06% among 65,000; also: potency is read from the fitted curve at half-maximal effect; 0% is about no effect
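Compounds were applied for 2 days to HeLa EGFP-654 cells, 500/well in Optimem with 2% FCS. The reporter's EGFP is disrupted by mis-splicing of beta-globin intron IVS2-654. Readout: summed well GFP fluorescence from 488 nm laser scanning; reference was 500 nM antisense […] 654 PNA.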
Rhodamine autofl = compound fluoresces in the rhodamine spectral region | Rhodamine-region fluorescence, 547/598 nm, Tris buffer; active compounds read high | max dye-equivalent concentration, M | hit rate 0.05% among 59,000; in the data active = max dye-equivalent concentration above about 11 nM; inconclusive = between about 1.1 nM and that limit
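Intensities are converted to rhodamine-equivalent concentration using a six-point rhodamine standard on each plate. Compounds sit 15 min at room temperature in 100 mM Tris buffer, pH 8.0; read uses the 547/598 nm excitation/emission pair.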
TexasRed autofl = Texas Red region autofluorescence; hit rate 0.06% among 59,000; AID 587; Compound fluorescence, Texas Red channel, 547/618 nm; active compounds read high; max dye-equivalent concentration, M; in the data active = max dye-equivalent concentration above about 10 nM; inconclusive = between about 1.1 nM and that limit
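Spectral interference profiling: each compound concentration's relative fluorescence, read with a 547 nm excitation and 618 nm emission filter pair, was normalized to a per-plate Texas Red standard curve.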
Pol III holo inh = inhibitors of bacterial DNA polymerase III holoenzyme; reconstituted DNA polymerase III holoenzyme replication, biochemical; Potency, µM (doses to about 57.1 µM), for inactives: top-dose activity change, negative = inhibition; hit rate 0.25% among 71,000; also: potency is read from the fitted curve at half-maximal effect; % is scaled to controls: 0 for no effect and ±100 for the full control effect
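Reconstituted *E. coli* holoenzyme (0.35 nM Pol III, 1 nM beta, 154 nM SSB, 2 nM primase) was preincubated with compound for 15 min at RT. Synthesis on 1.4 nM ssM13Gori ran 35 min, then was stopped with PicoGreen/EDTA and read as dsDNA fluorescence.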
HADH2 inh = blocks human hydroxyacyl-CoA dehydrogenase type II | Potency, µM (titrated, usually from 57.1 µM), for inactives: at the highest dose activity change, negative = inhibition, most hits filed as inhibitors | hit rate 3.4% among 73,000 | recombinant HADH2, NADH fluorescence, beta-hydroxybutyryl-CoA; also: potency is read from the fitted curve at half-maximal effect; % is scaled to controls: 0 for no effect and ±100 for the full control effect; nearly all actives have a fitted effect of over 60% in size; many of its hits are not listed in these tables
Target sequence (Q99714 whole entry, looked up, one chain of several): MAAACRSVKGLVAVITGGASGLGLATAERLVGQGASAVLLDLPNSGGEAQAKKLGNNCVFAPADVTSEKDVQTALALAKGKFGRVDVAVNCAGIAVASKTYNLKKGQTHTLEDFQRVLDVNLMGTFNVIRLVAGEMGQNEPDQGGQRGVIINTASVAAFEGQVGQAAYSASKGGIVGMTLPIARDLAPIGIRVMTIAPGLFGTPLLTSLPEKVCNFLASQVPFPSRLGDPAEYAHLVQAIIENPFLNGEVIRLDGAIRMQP
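NADH fluorescence (ex 360/em 450 nm) read every 30 s for 4 min; activity taken as last-minus-first time point difference. Enzyme 20 nM, NAD+ 1 mM, beta-hydroxybutyryl-CoA 90 uM, pH 9.0 Tris buffer.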
4-MU autofl = 4-MU region autofluorescence; max dye-equivalent concentration, M; compound autofluorescence, 340/450 nm, 4-MU equivalents; active compounds read high; AID 589; hit rate 11% among 59,000; in the data active = max dye-equivalent concentration above about 10 nM; inconclusive = mostly about 1.1 nM to 9.6 nM
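Compounds in 100 mM Tris, pH 8.0, sat 15 min at room temperature before fluorescence was read at 340 nm excitation/450 nm emission; a per-plate six-point 4-MU standard curve converted signals to dye-equivalent concentration at each compound concentration.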
Ub-GFP proteasome = proteasome inhibitors stabilizing ubiquitin-GFP reporter; Ubiquitin-GFP reporter cells, proteasome inhibition, GFP fluorescence; response scale: untreated = 0%, 10 µM MG-132 = 100%; Potency, µM (series often up to 45.9 µM), for the others: top-dose activation (GFP accumulation), actives largely listed as activators; 67,000 tested, under 10 active; AID 526; active = well fitted activation curve with a large enough effect, not every such curve was filed as active; inconclusive = small, poorly fitted or top-dose-only effect, or another doubt; inactive = no such curve, though single readings can be large or run the other way; also: potency is read from the fitted curve at half-maximal effect
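U2OS cells stably expressing ubiquitin(G76V)-GFP, seeded overnight in 0.5% FBS medium, were exposed to compounds (qHTS, 46 uM to 2.9 nM) for 4 hr at 37 °C. GFP-positive cells were counted by laser cytometry (488 ex/515 em), normalized between basal and 10 uM MG-132.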
Fluorescein fluor = compound fluoresces in the fluorescein spectral region | hit rate 0.91% among 59,000 | Compound autofluorescence, 480/540 nm, fluorescein-equivalent; active compounds read high | max fluorescein-equivalent concentration, M; in the data active = max fluorescein-equivalent concentration above about 10 nM; inconclusive = between about 1.1 nM and that limit
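Values reflect compound autofluorescence, normalized to fluorescein on the same plate and reported at each tested concentration. Conditions: 100 mM Tris pH 8.0, room temperature, 15 min, excitation 480 nm, emission 540 nm.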
GFP derepression = derepresses silenced GFP locus in mouse C127i cells. mouse C127i GFP locus derepression, cytometry, 30 h. Potency, µM (series often up to 46.1 µM), without a hit: top-dose GFP derepression (activation). hit rate 0.09% among 68,000. AID 597; also: % of control where 0% means no effect
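Locus derepression in mouse mammary C127i cells whose integrated CMV-GFP reporter is normally silent; GFP expression after 30 h compound treatment was quantified by counting fluorescent cells.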
15-hLO inh = 15-hLO (ALOX15) enzyme inhibition | P16050 | purified 15hLO-1, xylenol orange hydroperoxide absorbance | Potency, µM (series often up to 57.1 µM), for inactives: at the highest dose activity change, negative = inhibition, most hits filed as inhibitors | hit rate 1.4% among 74,000; also: potency is read from the fitted curve at half-maximal effect; % is scaled to controls: 0 for no effect and ±100 for the full control effect; nearly all actives have a fitted effect of over 55% in size
Target sequence (P16050 whole entry, looked up): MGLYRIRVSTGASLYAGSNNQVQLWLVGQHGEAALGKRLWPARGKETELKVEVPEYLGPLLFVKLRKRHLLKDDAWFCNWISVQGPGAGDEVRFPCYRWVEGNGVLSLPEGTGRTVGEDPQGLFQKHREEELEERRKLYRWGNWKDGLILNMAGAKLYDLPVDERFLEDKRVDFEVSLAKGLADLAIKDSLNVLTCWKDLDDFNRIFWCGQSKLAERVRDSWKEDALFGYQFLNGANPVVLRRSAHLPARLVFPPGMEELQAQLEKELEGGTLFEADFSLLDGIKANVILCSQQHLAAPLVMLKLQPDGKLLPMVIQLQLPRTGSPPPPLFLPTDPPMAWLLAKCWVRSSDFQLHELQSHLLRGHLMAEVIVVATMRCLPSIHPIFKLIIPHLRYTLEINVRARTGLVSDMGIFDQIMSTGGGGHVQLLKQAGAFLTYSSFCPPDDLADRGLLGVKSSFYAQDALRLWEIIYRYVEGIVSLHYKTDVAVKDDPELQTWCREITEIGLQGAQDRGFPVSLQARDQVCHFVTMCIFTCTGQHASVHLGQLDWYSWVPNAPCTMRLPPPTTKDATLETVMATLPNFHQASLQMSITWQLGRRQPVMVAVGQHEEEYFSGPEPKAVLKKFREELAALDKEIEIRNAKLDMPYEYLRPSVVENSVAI
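Compounds were preincubated 15 min at room temperature with 40 nM purified human enzyme (25 mM Hepes pH 7.5, 0.01% Triton X-100); 50 uM arachidonic acid reacted 6 min. Fe-xylenol orange detection, 30 min, absorbance ratio 573/405 nm.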
* hit, by the source's call; i = inactive; ? = inconclusive; . = no result given; [ ] = dose if it differs, or a comment. Unless noted, calls follow the shape of the dose curve; as a rule, active = well fitted curve in the direction sought with a large enough effect; inconclusive = small, poorly fitted or top-dose-only effect, or another doubt; inactive = no such curve, though single readings can be large; an effect the other way counts as inactive or inconclusive.

item	SMILES	Hsp90 Hop PPI	HBB splicing	Rhodamine autofl	TexasRed autofl	Pol III holo inh	HADH2 inh	4-MU autofl	Ub-GFP proteasome	Fluorescein fluor	GFP derepression	15-hLO inh
1	CN(CC(=O)N1CCN(c2ccccn2)CC1)S(=O)(=O)c1ccc(Br)cc1	-4%	-0.9%	i	i	-4%	11%	i	-1%	?	0%	1%
2	COc1ccc(C(=O)Cn2nnc(-c3ccccc3NC(=O)C3CC3)n2)cc1	3%	.	i	i	5%	1%	i	-3%	i	-1%	4%
3	Cc1ccc(S(=O)(=O)NCCC(=O)NCc2ccccc2)cc1	2%	1.5%[1.84 µM]	i	?	0%	7%	i	4%	i	0%	4%
4	O=C(CN1C(=O)C2CC=C(Cl)CC2C1=O)N1CCOCC1 (stereo unspecified)	-3%	6.2%	i	i	2%	-1%	i	-4%	i	2%	1%
5	CC(C)(C)C(=O)Oc1cc(N)n(S(=O)(=O)c2ccccc2)n1	2%	4.1%	i	?	0%	-9%	i	13%	i	1%	-2%
6	CC(=O)N(C)c1ccc(NC(=O)c2ccccc2C(=O)O)cc1	-6%	-1.9%	i	i	4%	-2%	i	5%	i	4%	2%
7	COC(=O)C1=C(C)NC(C)=C(C(=O)OC)C1c1ccccc1OCc1c(C)no[n+]1[O-]	2%	-4.0%	i	i	3%	6%	7.2e-08M*	-1%	?	-1%	3%
8	COc1cc(CC(=O)O)ccc1O	-9%	1.0%	i	i	-7%	-10%	i	5%	i	0%	-4%
9	Clc1ccc(-c2nnc3ccccn23)cc1	1%	3.6%	i	i	2%	-1%	i	-4%	i	0%	0%
10	CN(C)CCCN1C(=O)CSC1c1ccccc1 (stereo unspecified)	-7%[2.3 µM]	0.0%	.	.	5%	-3%	.	-4%	.	.	12%
11	O=C(c1ccc2c(c1)C(=O)N(Cc1ccco1)C2=O)N1CCOCC1	0%	1.3%	i	i	-2%	3%	i	5%	i	3%	7%
12	COC(=O)c1c(C(=O)OC)c2ccncn2c1Cl	-3%	0.0%[57.5 µM]	i	i	-4%	8%	9.4e-08M*	2%	?	1%	4%
13	Cc1ccc2c(c1)sc1ncc(NC(=O)c3ccccc3)c(=O)n12	-7%	-0.8%	i	i	-1%	23%	5.5e-08M*	3%	i	0%	-3%
14	CC(N=Cc1cccc(O)c1O)c1ccccc1 (stereo unspecified)	-12%	2.2%	.	.	-8%	4µM*	.	15%	.	2%	13µM*
15	Cc1ccc2nc(NC(=O)CCNS(=O)(=O)c3ccc(Br)s3)sc2c1	-4%	4.8%	i	i	-2%	2%	i	0%	i	0%	-26%
16	O=C(CCc1ccccc1)Nc1ncn[nH]1	?	1.8%	i	i	0%	-1%	i	2%	i	0%	29%
17	CN(Cc1ccccc1)Cc1c[nH]c2ccccc12	.	.	i	i	.	.	i	.	?	0%[20.6 µM]	.
18	Nc1ccc(Cl)cc1/C(=N/O)c1ccccc1	.	.	i	i	.	.	i	.	i	-4%[20.6 µM]	.
19	CCC1(COC(NC(=O)c2cccnc2)(C(F)(F)F)C(F)(F)F)COC1	-1%	-2.2%[57.5 µM]	i	i	-5%	?	i	-4%	i	4%	1%
20	O=C(Nc1ccccc1)c1ccc2nc(-c3ccco3)c(-c3ccco3)nc2c1	-29%	0.3%	i	i	-10%	7.9µM*	i	5%	i	0%	6.3µM*
21	CCC(Sc1nc(=O)cc(N)n1-c1ccccc1)C(=O)Nc1cc(C)on1 (stereo unspecified)	-4%[11 µM]	-4.7%[0.0738 µM]	.	.	-8%[11.4 µM]	3%[11.4 µM]	.	?	.	15%	2%[11.4 µM]
22	COc1ccc(NC(=O)c2cc(CC(C)C)on2)cc1OC	-6%[2.3 µM]	-1.3%	.	.	-5%	1%	.	9%	.	.	-3%
23	CCc1nc2ccccc2c(=O)n1NC(=O)c1c(O)c2cccc3c2n(c1=O)CCC3	-4%	3.1%	i	i	6%	5%	?	-2%	i	0%	-2%
24	NC(N)=N[C@@H]1C(O)[C@H](N=C(N)N)[C@@H](O)C(O)[C@H]1O (stereo partly specified)	0%[11 µM]	1.4%[9.22 µM]	i	?	-2%[11.4 µM]	-6%[11.4 µM]	i	4%[9.17 µM]	i	3%[9.22 µM]	1%[11.4 µM]
25	Cc1ccc(-c2noc(CCC(=O)Nc3ccccc3C)n2)cc1	1%	3.4%[0.369 µM]	i	i	-2%	-9%	?	.	?	0%	4%
26	Cn1c(=O)c(CCc2ccccc2)nc2cnc(N3CCOCC3)nc21	0%	0.2%	i	i	-4%	7%	?	0%	i	3%[9.22 µM]	?
27	Cc1nc(SCc2nnc(-c3ccc(Cl)cc3)o2)c2c3c(sc2n1)CCC3	-1%	-0.1%[57.5 µM]	i	i	-4%	5%	i	6%	i	-2%	0%
28	O=c1cc(-c2ccccc2)[nH]c2[nH]n(-c3ccccc3)c(=O)c12	-25%	3.4%[57.5 µM]	i	?	-5%	-5%	i	-3%	i	0%	-18%
29	O=C(CSc1nnc(NC(=O)C2CCC2)s1)NC1CC1	-1%	.	i	i	4%	-9%	i	-2%	i	-2%	0%
30	C/C=C/CSc1nc2c(c(=O)[nH]c(=O)n2C)n1C(C)C	-2%	0.0%[57.5 µM]	i	i	-6%	-9%	1.8e-08M*	2%	i	0%	12%
31	CCOC(=O)c1cccc(NC(=O)c2cnc3ccccc3n2)c1	1%	-3.0%	i	i	-4%	0%	i	0%	i	-3%	-5%
32	O=C(NCC(c1ccc(F)cc1)N1CCOCC1)c1ccc(Br)o1 (stereo unspecified)	-1%	-0.3%[57.5 µM]	i	i	-6%	-5%	i	0%	i	2%	4%
33	Cc1ccc2c(c1C)NC(C)CC2C (stereo unspecified)	-4%	6.1%[0.369 µM]	i	i	1%	?	?	.	?	0%	?
34	Cc1ccccc1C(=O)N1CCC(C(=O)Nc2ccc(S(=O)(=O)N3CCCC3)cc2)CC1	1%	-0.4%[57.5 µM]	i	i	0%	-2%	i	-3%	i	-3%	1%
35	N#Cc1cc(C(=O)c2cc(Cl)ccc2O)cn(CC2CCCO2)c1=O (stereo unspecified)	-2%	-0.2%[57.5 µM]	i	?	-7%	4%	1.1e-08M*	6%	i	-1%	-11%
36	C=CCn1c(SCC(=O)NCCCC)nc2scc(-c3ccco3)c2c1=O	-8%	-0.1%[57.5 µM]	i	i	-7%	10%	?	-4%	?	-3%	5µM*
37	C=CCOC(=O)C(C#N)c1nc2ccccc2nc1N1CCN(c2ccccc2OCC)CC1 (stereo unspecified)	.	.	i	i	.	.	i	.	?	0%[20.6 µM]	.
38	Cn1cc(C(=O)NCN2CCCCC2)c2ccccc21	.	.	i	i	.	.	1.6e-08M*	.	?	-3%[20.6 µM]	.
39	CCOC(=O)N1CCC(NC(=O)C2CCCN(Cc3nc(-c4cccc(Cl)c4)oc3C)C2)CC1 (stereo unspecified)	-2%[2.3 µM]	0.4%	.	.	2%	5%	.	6%	.	.	6%
40	Cc1csc(NC(=O)CSc2nc3ccccc3c(=O)[nH]2)n1	-4%	.	i	i	-6%	0%	i	2%	i	1%	-4%

Limited to Rhodamine autofl, GFP derepression and HBB splicing (two entries from above):
item	SMILES	Rhodamine autofl	GFP derepression	HBB splicing
32	O=C(NCC(c1ccc(F)cc1)N1CCOCC1)c1ccc(Br)o1 (stereo unspecified)	i	2%	-0.3%[57.5 µM]
33	Cc1ccc2c(c1C)NC(C)CC2C (stereo unspecified)	i	0%	6.1%[0.369 µM]

Carrying on.
item	SMILES	Hsp90 Hop PPI	HBB splicing	Rhodamine autofl	TexasRed autofl	Pol III holo inh	HADH2 inh	4-MU autofl	Ub-GFP proteasome	Fluorescein fluor	GFP derepression	15-hLO inh
41	CCOC(=O)c1cnc2ccc(Cl)cc2c1N1CCN(C)CC1	-4%	0.9%	i	i	-9%	6%	i	-1%	i	3%	1%
42	COc1cc(C(=O)Nc2ccc3c(c2)OCCO3)ccc1-n1cnnn1	-2%	-4.8%	i	i	-8%	8%	i	-3%	?	0%	-12%
43	O=C(CN1CCOCC1)NCCNC(=O)CN1CCOCC1	-3%	0.9%	i	i	1%	2%	i	1%	i	2%	4%
44	CSc1ccc(C(=O)c2[nH]c(=O)[nH]c2C)cc1	?	0.2%	i	i	5%	?	i	2%	?	3%	?
45	CN1CC[C@@]2(CCN3CCc4c(oc5ccccc45)[C@@H]3C2)N(C)C1=O	-6%	-0.6%	i	i	-7%	8%	3.7e-08M*	4%	?	2%	-13%
46	Cc1cccn2c(=O)c(/C=C(\C#N)S(=O)(=O)c3ccccc3)c(N3CCN(C)CC3)nc12	.	.	i	i	.	.	1.9e-08M*	.	?	4%[20.6 µM]	.

Screening data as filed in PubChem.

This is a subset (hit frequency here may not be typical).
